S3 lipid droplet: qHTS Assay for Lipid Storage Modulators in Drosophila S3 Cells. lipid storage change, negative = inhibition, % at the top dose, mostly 46.1 µM; hits show Potency in µM. 320,000 tested, 0.64% active. Drosophila S3 cells, BODIPY lipid droplet fluorescence, 18-24 h; cells fed with added oleic acid; active = well fitted inhibition curve with a large enough effect in the signal ratio, with a control signal flat, not every such curve was filed as active; inconclusive = small, poorly fitted or top-dose-only effect, or effect the other way, or a change in a side signal; the % refers to the signal ratio
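Drosophila S3 cells loaded with oleic acid (400 uM, as added) and compounds at several concentrations; lipid droplets imaged by 488-nm laser-scanning cytometry, 500–530 nm intensity and object ratio to cell channel. Percent activity normalized to 20 uM Triacsin C.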
S3 lipid droplet cell count max: also measured in S3 lipid droplet; calls as there; cell number change, %; measured here: cell count max response;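 cells counted by Cell Tracker Red CMTPX staining in the red channel; peak over a dose series mostly up to 46.1 µM; percent activity relative to internal control wells on each plate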
An asterisk follows results filed as active; i = inactive; u = inconclusive; x = not tested or not shown. % is set by controls: 0 for no effect and ±100 for the full control effect; potency is the fitted concentration of half-maximal effect. Some of the compounds tested. The share of hits here may be higher or lower than overall.

SMILES	S3 lipid droplet	S3 lipid droplet cell count max
CCC(=O)NC1=C(NC(C)c2ccccc2)C(=O)c2ccccc2C1=O (stereo not given)	u	x
O=C(O)/C=C/C(=O)Nc1ccc2c(c1)NC(=O)CO2	u	x
Cc1ccnc(NC(=O)CCC(=O)c2cc(C)sc2C)c1	23%	x
CCCN(C(=O)CSc1n[nH]c(-c2ccc(OC)cc2)n1)c1c(N)n(Cc2ccccc2)c(=O)[nH]c1=O	u	x
CC1(C)NC(=O)N(CN2C(=O)NC(C)(C)C2=O)C1=O	u	x
c1ccc(NC2=NCCN2CC2CCCCC2)cc1	u	x
N/C(=N\OC(=O)COc1ccc2ccccc2c1Br)c1ccncc1	u	x
O=C(c1cccc(F)c1)N1CCN(C2CCCCC2)CC1	u	x
CN1C[C@@H]2C[C@@H](c3ccc(C#CC(C)(C)O)s3)N3CCC[C@@]23C1=O	14%	-4
Nc1nnc(CC(=O)Nc2ccccc2)s1	1%	21
COC(=O)NCc1cc2cc(Cl)ccc2[nH]1	-21%	x
O=c1c(-c2ccc(O)cc2)coc2cc(OC3OC(CO)C(O)C(O)C3O)cc(O)c12 (stereo not given)	-7%	3
Cc1ccc(S(=O)(=O)n2nc(OC(=O)c3cccs3)cc2N)cc1	i	x
Cc1ccc(C2(c3noc(CN4CCC(c5ccncc5)CC4)n3)CCCC2)cc1	-6%	-18
N#CCCCCN1c2cccc3cccc(c23)S1(=O)=O	u	x
CCc1ccc(NC(=O)N2CCc3ccccc3C2)cc1	u	x
O=C(Nc1ccn(Cc2ccccc2)n1)c1ccc2c(c1)OCO2	12%	17
COc1ccc(-c2cc(-c3ccc(OC)cc3)c(C#N)c(SC)n2)cc1	7%	1
COc1ccc(C(=O)NN/C(=N/S(=O)(=O)c2ccc(C)cc2)c2ccccc2)cc1	u	x
CCCOC(=O)C1=C(C)NC(=O)NC1c1cccc2ccccc12 (stereo not given)	u	x
CCCn1cnc2cc(NC(=O)c3ccco3)ccc21	-5%	8
C=CCn1c(SCC#N)nc2ccccc2c1=O	u	x
CCOc1ccc(NC(=S)N2CCC(c3ccc(C)cc3)C2)cc1 (stereo not given)	9%	16
CCN(CC)C(=O)c1ccc(NS(=O)(=O)c2ccc(/C=C/C(=O)O)cc2)cc1	u	x
CC(=O)c1sc(-c2ccccc2)cc1NS(=O)(=O)c1ccc(C)cc1	6%	-2

The final 7 entries of the part before come first, to join the parts:
SMILES	S3 lipid droplet	S3 lipid droplet cell count max
COc1ccc(C(=O)NN/C(=N/S(=O)(=O)c2ccc(C)cc2)c2ccccc2)cc1	u	x
CCCOC(=O)C1=C(C)NC(=O)NC1c1cccc2ccccc12 (stereo not given)	u	x
CCCn1cnc2cc(NC(=O)c3ccco3)ccc21	-5%	8
C=CCn1c(SCC#N)nc2ccccc2c1=O	u	x
CCOc1ccc(NC(=S)N2CCC(c3ccc(C)cc3)C2)cc1 (stereo not given)	9%	16
CCN(CC)C(=O)c1ccc(NS(=O)(=O)c2ccc(/C=C/C(=O)O)cc2)cc1	u	x
CC(=O)c1sc(-c2ccccc2)cc1NS(=O)(=O)c1ccc(C)cc1	6%	-2
CC(C)C(=O)Nc1ccc2c(c1)oc1ccccc12	-4%	2
COc1ccc(CN(C)CC(=O)Nc2ccc(N3CCOCC3)cc2)cc1OC	-7%	-12
Cc1cc(C)n2nc(CNS(=O)(=O)c3ccc(F)c(C)c3)nc2n1	23%	5
Cc1oc2cc3oc(=O)c4c(c3cc2c1C)CCC4	8%	20
CCOc1ccccc1C1C(C(=O)Nc2ccccc2OC)=C(C)Nc2nnnn21 (stereo not given)	u	x
Cn1c(N)c(C(=O)COC(=O)Cc2ccsc2)c(=O)n(C)c1=O	i	x
C=CCn1c(COc2ccc(Cl)cc2)nnc1SCC(=O)N/N=C/c1cccc(O)c1	-2%	x
CC(C)(C)c1ccc(-c2noc(CNC(=O)c3ccco3)n2)cc1	i	20
CCn1cc(C2=NOC(C(=O)Nc3ccc4c(c3)OCO4)C2)c(C)n1 (stereo not given)	7.3µM*	-25*
Cc1ccc(-c2noc(CCC(=O)NC3CCCC3)n2)cc1	u	x
CC(=O)c1c(C)[nH]c(C(=O)OCC(=O)Nc2cc(Cl)ccc2[N+](=O)[O-])c1C	u	x
COc1ccc(-c2cc(C(=O)N3CCN(c4ccccc4)CC3)no2)cc1	u	x
Cc1c(Cl)cccc1NC(=S)NNc1ncc(C(F)(F)F)cc1Cl	u	x
O=C(Nc1ccc2ccccc2c1)c1onc2c1CCCC2	1%	14
O=C(CC1Sc2ncnn2C1=O)Nc1ccccc1 (stereo not given)	u	x
CCOC(=O)c1c(O)c2ccccc2n(-c2ccccc2)c1=O	i	x
CC1=CC2=NC(=O)/C(=C\c3cccn3CCOc3ccccc3)C(=N)N2O1	u	x
C=CCn1c(SCC(=O)N(CCOC)c2c(N)n(CC(C)C)c(=O)[nH]c2=O)nc2ccccc21	u	x
COc1ccc(C(=O)Nc2ccc3c(c2)nc(CCNC(C)=O)n3C)cc1	u	x
C/C=N\NC(=O)COc1cc(C)ccc1C	11%	0
COC(=O)CNC(=O)Cn1nc(C)c([N+](=O)[O-])c1C	u	x
COc1ccc(NC(=O)c2ccccc2Cl)cc1NC(=O)CN1CCOCC1	i	9
Cc1ccnc(NC(=O)C2CCN(S(=O)(=O)c3ccc(Cl)c(C(F)(F)F)c3)CC2)c1	u	x
COc1cc(NC(=O)CCC(=O)c2cccs2)cc(OC)c1	u	x
CN1CCN(C(=O)/C(=C/c2cn(S(=O)(=O)N(C)C)c3ccccc23)NC(=O)c2ccccc2Cl)CC1	u	x

The list continues:
SMILES	S3 lipid droplet	S3 lipid droplet cell count max
O=C(NCCc1ccc(Cl)cc1)C1CCN(S(=O)(=O)c2ccc(Br)s2)CC1	1%	-11
CCC(=O)N1CCN=C1SCc1ccc(F)cc1	u	x
CC(C)C(=O)Nc1ccc2c(c1)nc1n2CCSC1	-34%	x
CC1Cn2c(nc(=O)c3c2NCN(CCc2ccccc2)C3)S1 (stereo not given)	4%	x
COc1ccc(CN(C)C(=O)CNC(=O)c2cccs2)c(OC)c1	u	x
Clc1ccc(CN2CCCCCC2)cc1Cl	-20%	20
Cc1ccc(CC(=O)N2CCN(c3ccccc3F)CC2)cc1	-27%	-7
Cc1cccc(C(=O)N[C@H](C(=O)Nc2nc(C)cs2)C(C)C)c1	u	x
c1ccc(Nc2nc3ccccc3[nH]2)nc1	u	x
Cc1ccc(S(=O)(=O)N2CCOCC2)cc1C(=O)N1CCOCC1	u	x
Cc1ccc(OCCNC(=O)c2ccc(C)cc2)cc1	u	x
COc1ccc(C(=O)COC(=O)c2nn(C)c(=O)c3ccccc23)c(OC)c1	19%	22
O=C(COc1ccccc1Cl)Nc1cccc(S(=O)(=O)NC2=NCCCCC2)c1	u	x
Cc1ccccc1N=CC1=C(O)c2ccccc2C1=O	u	x
Cc1ccc(C(=O)Nc2ccc(S(=O)(=O)Nc3ncccn3)cc2)cc1[N+](=O)[O-]	u	x
COc1cccc(-c2cc(C(=O)NCc3ccc(Cl)cc3)no2)c1	u	x
CC(/C=N/n1c(-c2cccnc2)n[nH]c1=S)=C\c1ccco1	0%	19
C/C(=N\OC(=O)NC(C)C)c1sc(-c2ccccc2)nc1C	u	x
Cc1cc(=O)n2nc(N3CCCC(C(=O)Nc4ccc(C)c(C)c4)C3)sc2n1 (stereo not given)	u	x
CCOc1ccccc1C(=O)N/N=C/c1coc2ccc(Cl)cc2c1=O	u	x
O=C(NNc1ccc(O)cc1)c1ccc(Br)cc1	u	x
CCc1ccc2nc(N(CCCN(C)C)C(=O)c3ccc4c(c3)OCCO4)sc2c1	u	x
Cc1nn(S(=O)(=O)c2ccc(C(C)(C)C)cc2)c(C)c1S(=O)(=O)N1CCOCC1	9%	5
CC(OC(=O)CCCN=C1NS(=O)(=O)c2ccccc21)C(=O)c1ccccc1 (stereo not given)	u	x
N/C(CC(=O)NCCOc1ccccc1)=N\O	u	x

Following part
SMILES	S3 lipid droplet	S3 lipid droplet cell count max
COC(=O)c1c(-c2ccc(F)cc2)noc1N	i	x
CC1CCCN(C(=O)CCS(=O)(=O)c2cc3c(cc2Cl)NC(=O)CO3)C1 (stereo not given)	i	9
CCN(CC)CCCNC(=O)C1CCC(CNS(=O)(=O)c2c(C)cc(C)cc2C)CC1 (stereo not given)	3%	7
CCN(CC)C(=O)c1[nH]cnc1C(=O)Nc1ccc(OC)cc1	u	x
CC(=O)Nc1nc(C)c(C(C)C)s1	2%	-6
COc1ccc(NS(=O)(=O)c2cc(NC(=O)c3cc(F)c(F)c(F)c3F)ccc2N2CCCC2)cc1	-8%	5
Cc1csc(-c2cnn(-c3ccccc3)c2NC(=O)c2ccc(C(F)(F)F)cc2)n1	u	x
Cc1ccc(Nc2nc3ccccc3nc2-n2nc(C)cc2C)cc1	u	x
CN(C(=O)CSC(=O)c1ccccc1)c1ccccc1	u	x
Nc1ccc(C(=O)N2N=C(c3ccccc3)CC2(O)C(F)(F)F)cc1 (stereo not given)	7%	-5
CCOc1cc(/C=N/Nc2nc(N3CCCCC3)nc(N3CCCCC3)n2)ccc1OC(=O)c1ccco1	-1%	25
CCN1CCN(Cc2c(C(=O)N/N=C(\C)c3ccc(Cl)c(Cl)c3)nnn2-c2nonc2N)CC1	-18%	-1
CN(C)C(=O)c1nnc(Cc2ccc(Cl)cc2)o1	u	x
O=C(CNC(=O)c1ccc(-c2ccccc2)cc1)Nc1ccc(S(=O)(=O)Nc2ncccn2)cc1	-3%	22
O=C(NCCN1CCN(Cc2ccccc2)CC1)c1ccc(CS(=O)(=O)c2ccc(Br)cc2)o1	i	20
Cc1noc(NS(=O)(=O)c2ccc(N3C(=O)c4ccccc4C3=O)cc2)c1C	u	x
COc1ccc(C)cc1S(=O)(=O)N1CCCC(C(=O)N2CCN(c3ccccc3)CC2)C1 (stereo not given)	u	x
CCOC(=O)Cn1c(=O)n(Cc2ccco2)c(=O)c2ccc(C(=O)NCCc3ccccc3)cc21	u	x
COCCNC(=O)c1ccc2c(=O)n(Cc3ccco3)c(SCC(=O)NC3CCCC3)nc2c1	u	x
CCn1nnnc1SCC(=O)Nc1nc(C)c(C)s1	1%	-14
Cc1ccc(C)c(CN2CCC(CNC(=O)Nc3ccc(Cl)cc3)CC2)c1	u	x
Cn1c(-c2ccc3nc(N)sc3c2)nc2cc(N)ccc21	u	x
CC(Sc1nc2c(N)ncnc2n1CCOc1ccccc1)C(=O)O (stereo not given)	1%	3
C/C(=C\C(=O)c1ccc(Cl)cc1)Nc1ccc(N2CCOCC2)cc1	u	x
C/C(=N\NC(=O)c1ccco1)c1ccc(NC(=O)c2cccs2)cc1	u	x

Compound profiles, from the list above. Values in the order: S3 lipid droplet | S3 lipid droplet cell count max
Shown for CCOc1cc(/C=N/Nc2nc(N3CCCCC3)nc(N3CCCCC3)n2)ccc1OC(=O)c1ccco1 → -1% | 25
Shown for CN(C)C(=O)c1nnc(Cc2ccc(Cl)cc2)o1 → u | x
Shown for CCn1nnnc1SCC(=O)Nc1nc(C)c(C)s1 → 1% | -14
Shown for CCN(CC)CCCNC(=O)C1CCC(CNS(=O)(=O)c2c(C)cc(C)cc2C)CC1 (stereo not given) → 3% | 7
Shown for Cc1csc(-c2cnn(-c3ccccc3)c2NC(=O)c2ccc(C(F)(F)F)cc2)n1 → u | x

The results go on.
SMILES	S3 lipid droplet	S3 lipid droplet cell count max
Cc1cccc(OCCN2CSC(=S)N(C)C2)c1	10%	8
CCN(Cc1ccccc1)C(=O)c1cccnc1	i	4
CCOc1ccccc1NC(=O)CCNS(=O)(=O)c1ccccc1	i	-10
CCCCn1nnnc1SCC(=O)NNC(=O)c1ccco1	-4%	1
O=C(N/N=C/c1cccc(F)c1)c1ccc(Cl)cc1	u	x
Cc1[nH]c2ccccc2c1C(=O)CSCC(=O)O	-19%	-20
c1n[nH]c(SCCCCSc2ncn[nH]2)n1	-4%	20
O=c1cc(-c2ccc3c(c2)OCCO3)oc2ccc(Cl)cc12	5%	12
CCOC(=O)C1CCN(C(=O)COC(=O)C2CCN(S(=O)(=O)c3ccc(C)c(C)c3)CC2)CC1	-1%	0
Cc1nnc(SC(C)C(=O)Nc2ccc(N3CCOCC3)cc2)n1Cc1ccccc1 (stereo not given)	i	-6
Cc1ccc2sc(N(CCCN(C)C)C(=O)c3nc4ccccc4s3)nc2c1C	u	x
NC(N)=NCCC[C@H](NC(=O)OCc1ccccc1)C(=O)O	-8%	-6
Cc1ccc(S(=O)(=O)NC23CC4CC(CC(C4)C2)C3)cc1	u	x
COC1=C(Nc2ccc(O)cc2)C(=O)c2ccccc2C1=O	9%	-15
CC(=O)Nc1ccc(NC(=O)Nc2ccc(C)c(C)c2)cc1	2%	12
COc1ccccc1CN1CC(C(=O)NC2CCOCC2)CCC1=O (stereo not given)	-8%	1
CC(=O)Nc1ccc(S(=O)(=O)N(C)c2ccc(OCC(=O)Nc3ccccc3C(C)=O)cc2)cc1	u	x
COc1cccc(C(=O)NCCS(=O)(=O)NCc2ccco2)c1	u	x
CCOC(=O)c1c(C)n(C)c2ccc(OCC(O)CN3C(=O)c4ccccc4S3(=O)=O)cc12 (stereo not given)	i	109
CCN(CC)CCNc1ncnc2c1sc1nc(N3CCCC3)c3c(c12)CC(C)(C)OC3	u	x
CCOC(=O)C1CCCN(C(=O)CN2C(=O)COc3ccc(C(C)(C)C)cc32)C1 (stereo not given)	u	x
CC(C)(C)N(Cc1cc2ccccc2[nH]c1=O)C(=O)c1cccnc1	u	x

Bioassay records: PubChem, National Center for Advancing Translational Sciences (NCATS)
